# Keap1 Nrf2 FP – Keap1-Nrf2 (human) interaction inhibition | Keap1 Kelch-Nrf2 peptide fluorescence polarization, 1536-well | inhibition, % at 9.4 µM | actives 0.15% (n = 340,000); in the data active means inhibition above about 12%;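 further: human Keap1 Kelch domain with fluorescein labeled Nrf2 9mer peptide probe; 0% = neutral control wells and 100% = peptide positive control; higher means more block of Keap1 binding to Nrf2 peptide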
# HTR5A ag – activates human HTR5A in OPRM1-OPRD1 agonist counter-screen; P47898; HTR5A agonist assay, luminescence, cell-based; activation, % at 9.3 µM; actives 0.61% (n = 340,000); in the data active means activation mostly above about 9.5%, no sharp cut-off; inactive means mostly below about 7.6%;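 further: 0% = cells with vehicle only and 100% = reference agonist; strong numbers were not always called active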
# CAL PDZ FP – blocks peptide binding to the human CAL PDZ domain; purified CAL PDZ, TMR-peptide fluorescence polarization, 1 h; inhibition, % at 24.9 µM; actives 0.92% (n = 300,000);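 active means mean inhibition of at least 30% with at least half of replicates also reaching 30%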;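 further: 0% = DMSO neutral control and 100% = excess unlabeled competitor peptide PRC23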
# RTF Ca sens act – increases calcium sensitivity of human cardiac regulated thin filaments. P19429+P45379. IANBD-labeled TnC RTF fluorescence at EC20 calcium; 0% EC20 calcium, 100% full calcium. activation, % at 7.2 µM. actives 0.24% (n = 340,000). AID 493008;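 active means activation above the mean over all tested compounds plus 3 SD, cut at about 30% in these data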;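 further: rise in fluorescence read as greater calcium sensitivity of cardiac thin filaments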
# OPRM1-OPRD1 inv – mu-delta opioid heterodimer inverse agonism | cell-based MOR-DOR heterodimer luminescence | inhibition, % at 9.3 µM | actives 0.21% (n = 340,000); in the data active means inhibition above about 22%, passing the limit was not always enough;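 further: 0% = cells with DMSO and 100% = wells without cells with DMSO; values of inactives mirror those of a sister screen read the other way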
# Target sequence (P35372 whole entry, looked up): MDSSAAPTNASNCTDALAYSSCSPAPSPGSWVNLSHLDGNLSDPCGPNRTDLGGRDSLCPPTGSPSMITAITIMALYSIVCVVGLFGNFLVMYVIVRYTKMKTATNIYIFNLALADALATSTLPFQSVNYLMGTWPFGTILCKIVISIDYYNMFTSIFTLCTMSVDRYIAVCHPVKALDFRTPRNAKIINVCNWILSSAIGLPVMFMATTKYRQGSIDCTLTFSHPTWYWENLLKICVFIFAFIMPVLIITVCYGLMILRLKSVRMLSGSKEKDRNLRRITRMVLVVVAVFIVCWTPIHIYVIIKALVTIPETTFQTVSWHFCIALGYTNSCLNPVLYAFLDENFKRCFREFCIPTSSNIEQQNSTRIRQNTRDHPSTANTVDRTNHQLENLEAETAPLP
# Target sequence (P41143 whole entry, looked up): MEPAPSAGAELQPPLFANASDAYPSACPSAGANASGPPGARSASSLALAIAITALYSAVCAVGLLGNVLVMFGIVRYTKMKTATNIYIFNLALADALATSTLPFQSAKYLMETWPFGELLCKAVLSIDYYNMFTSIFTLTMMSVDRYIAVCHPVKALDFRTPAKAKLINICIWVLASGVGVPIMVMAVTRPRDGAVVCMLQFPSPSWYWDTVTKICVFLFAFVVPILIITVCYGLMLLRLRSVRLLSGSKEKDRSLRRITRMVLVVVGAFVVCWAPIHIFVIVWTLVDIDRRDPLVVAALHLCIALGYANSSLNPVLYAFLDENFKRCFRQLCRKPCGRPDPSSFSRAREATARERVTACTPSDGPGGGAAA
# HTR5A inv ctr – HTR5A inverse agonism, opioid heterodimer counter-screen; P47898; HTR5A cell line, luminescence; inhibition, % at 9.3 µM; actives 0.083% (n = 340,000); AID 504634; in the data active means inhibition mostly above about 23%, no sharp cut-off; inactive means mostly below about 18%;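 further: 0% = cells with DMSO and 100% = no-cell wells with DMSO; some compounds called inactive have numbers as strong as hits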
# OPRM1-OPRD1 ag – OPRM1-OPRD1 heterodimerization agonism; cells, luminescence; activation, % at 9.3 µM; actives 0.3% (n = 340,000); AID 504326; in the data active means activation above about 18%;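 further: 0% = vehicle-treated cells and 100% = reference agonist; values of inactives mirror those of a sister screen read the other way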
# RTF Ca sens inh – cardiac RTF calcium desensitization; IANBD-labeled cardiac RTF, Ca2+ fluorescence; inhibition, % at 7.15 µM; actives 0.12% (n = 340,000); AID 493244;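 active means inhibition above the mean inhibition of all tested compounds plus 3 SD, cut at about 17% in these data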;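 further: assay run at fixed EC70 calcium of 1.6 mM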
# LANA DNA inh – blocks KSHV LANA C-terminal domain binding to DNA; MBP-C-LANA/FAM-LBS DNA binding, fluorescence polarization; inhibition, % at 9 µM; actives 0.078% (n = 340,000);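 active means highest replicate inhibition at or above 60% at 9 µM, even if other replicates fall short; inactive means all replicates below 60% inhibition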;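 further: 0% = neutral control wells and 100% = 4 µM acridine orange control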
# V-ATPase pH – alters yeast V-ATPase proton transport; actives 0.37% (n = 350,000); AID 504577; response, % at 10 µM; S. cerevisiae, pHLuorin cytosolic pH fluorescence; in the data active means response mostly above about 7.3%, no sharp cut-off; inactive means mostly below about 5.4%; further: actives read high; inactives centre near 0; some compounds called inactive have numbers as strong as hits; reference of the scale not given here
# An asterisk follows results filed as active; / = not tested or not shown.
SMILES,Keap1 Nrf2 FP,HTR5A ag,CAL PDZ FP,RTF Ca sens act,OPRM1-OPRD1 inv,HTR5A inv ctr,OPRM1-OPRD1 ag,RTF Ca sens inh,LANA DNA inh,V-ATPase pH
CN(C)CCCNCCCNC(=O)/C(=N\O)c1ccccn1,-5,-5,/,-5,3,12,-0.6,-5,-0.4,-1
Cc1ccccc1-c1nnnn1C1CCS(=O)(=O)C1 (stereo unspecified),-2,5,1,-3,4,-14,-0.6,-5,-0.8,/
COCCn1c(=S)[nH]c2ccc(N(C)C)cc2c1=O,-4,2,-2,-2,-5,2,1.1,-2,1.0,0
COc1cccc(CN2CCN(Cc3ccc(O)c(OC)c3)CC2CCO)c1 (stereo unspecified),-6,-2,-2,8,5,-4,-0.9,-9,-0.1,0
CC(C)c1ccc(N(CC(=O)O)S(=O)(=O)c2cccnc2)cc1,2,4,/,-4,7,-10,-1.4,-4,2.4,1
COc1ccc([C@H]2CC(=O)C=C(c3c(OC)cccc3OC)C2)cc1,2,1,-2,-4,2,-1,-0.3,-11,0.9,1
CCCC(=O)NC(Nc1ccc(S(=O)(=O)Nc2ncccn2)cc1)(C(=O)OCC)C(F)(F)F (stereo unspecified),1,3,0,0,15,9,-3.0,-7,-0.5,2
O=C1CCCN1CCCNCC(=O)N1c2ccccc2Sc2ccccc21,-1,-1,-1,-2,8,3,-1.4,-5,2.4,2
CSc1ccccc1OCc1cc(C(=O)NCc2ccc(C)s2)no1,-2,-3,-4,1,7,-11,-1.0,2,0.2,1
O=C(CSc1nc(-c2ccccc2)cc(C(F)(F)F)n1)c1cccc([N+](=O)[O-])c1,-1,5,-2,-2,1,5,-0.2,-3,0.9,0
CN(C(=O)COC(=O)c1cc(S(=O)(=O)N(C)C)ccc1Cl)C1CCS(=O)(=O)C1 (stereo unspecified),0,-5,-3,-1,1,13,-0.2,-11,0.2,-4
COc1cccc(C(=O)COC(=O)CCC(=O)NC2CCCCC2)c1,-7,-2,-2,2,7,4,-1.0,-12,-4.6,1

# In another format: results already given
> COc1cccc(CN2CCN(Cc3ccc(O)c(OC)c3)CC2CCO)c1 (stereo unspecified)
  Keap1 Nrf2 FP: -6; HTR5A ag: -2; CAL PDZ FP: -2; RTF Ca sens act: 8; OPRM1-OPRD1 inv: 5; HTR5A inv ctr: -4; OPRM1-OPRD1 ag: -0.9; RTF Ca sens inh: -9; LANA DNA inh: -0.1; V-ATPase pH: 0
> CC(C)c1ccc(N(CC(=O)O)S(=O)(=O)c2cccnc2)cc1
  Keap1 Nrf2 FP: 2; HTR5A ag: 4; CAL PDZ FP: /; RTF Ca sens act: -4; OPRM1-OPRD1 inv: 7; HTR5A inv ctr: -10; OPRM1-OPRD1 ag: -1.4; RTF Ca sens inh: -4; LANA DNA inh: 2.4; V-ATPase pH: 1
> COc1ccc([C@H]2CC(=O)C=C(c3c(OC)cccc3OC)C2)cc1
  Keap1 Nrf2 FP: 2; HTR5A ag: 1; CAL PDZ FP: -2; RTF Ca sens act: -4; OPRM1-OPRD1 inv: 2; HTR5A inv ctr: -1; OPRM1-OPRD1 ag: -0.3; RTF Ca sens inh: -11; LANA DNA inh: 0.9; V-ATPase pH: 1
> CCCC(=O)NC(Nc1ccc(S(=O)(=O)Nc2ncccn2)cc1)(C(=O)OCC)C(F)(F)F (stereo unspecified)
  Keap1 Nrf2 FP: 1; HTR5A ag: 3; CAL PDZ FP: 0; RTF Ca sens act: 0; OPRM1-OPRD1 inv: 15; HTR5A inv ctr: 9; OPRM1-OPRD1 ag: -3.0; RTF Ca sens inh: -7; LANA DNA inh: -0.5; V-ATPase pH: 2

# More compounds follow.
SMILES,Keap1 Nrf2 FP,HTR5A ag,CAL PDZ FP,RTF Ca sens act,OPRM1-OPRD1 inv,HTR5A inv ctr,OPRM1-OPRD1 ag,RTF Ca sens inh,LANA DNA inh,V-ATPase pH
COCCN1CCN(Cc2nc(C3(c4ccc(C)cc4)CCCC3)no2)CC1,-2,-2,-1,-1,-5,6,0.9,19*,0.3,-3
Cc1cccc(-n2ccc(=O)c(C(=O)Nc3ccc(S(=O)(=O)Nc4nccs4)cc3)n2)c1,0,0,-13,-3,15,13,-2.8,-3,-1.5,-2
COc1ccc(CNC(=O)C2(CC3CC(c4ccccc4)=NO3)CCN(C(=O)C3CCCC3)CC2)cc1 (stereo unspecified),-3,-2,-3,10,10,16,-1.8,-7,-1.9,1
O=C(NC1CCCN(c2ccc(C(F)(F)F)cn2)C1)c1cc(Cl)ccc1F (stereo unspecified),0,3,-8,4,-21,-19,3.7,-4,0.2,0
CCOC(=O)Cc1csc(NC(=O)Nc2ccccc2)n1,-2,3,-4,-2,-5,-25,0.9,-5,0.7,0
CCOC(=O)c1ccc(NC(=O)c2cc(S(=O)(=O)N3CCOCC3)cn2C)cc1,-6,0,-2,9,-2,16,0.3,-8,1.9,0
O=C(Nc1ccc(C(=O)N2CCCCC2)cc1)C1CCCCC1,0,-2,2,-3,6,2,-1.0,-17,-0.3,0
COc1ccc(C2NC(=S)NC(C)=C2C(=O)Nc2ccccn2)cc1 (stereo unspecified),-5,-4,4,-4,1,12,-0.1,-3,0.8,1
CCOc1cc2[nH]c(=O)n(Cc3ccc(C(=O)NCCCN4CCCC4=O)cc3)c(=O)c2cc1OCC,-2,1,2,6,-2,-16,0.5,-1,-1.6,2
COc1ccc(-c2nnc(SCC(=O)NC3CCCc4ccccc43)n2N)cc1 (stereo unspecified),1,-1,-2,-5,0,-8,0.0,6,-0.1,0
CCOC(=O)c1c(NC(=O)CSc2nnc(N)s2)sc(C)c1-c1ccc(C)cc1,-2,5,1,-4,-6,-14,0.8,-3,1.4,4
O=C(NCN1CCN(c2ccccc2F)CC1)c1ccccc1,1,3,/,-3,16,-7,-3.3,-3,0.3,0

# Arranged by value in OPRM1-OPRD1 ag (falling): some entries from above.
mol	Keap1 Nrf2 FP	CAL PDZ FP	RTF Ca sens act	OPRM1-OPRD1 inv	OPRM1-OPRD1 ag	LANA DNA inh	V-ATPase pH
O=C(CSc1nc(-c2ccccc2)cc(C(F)(F)F)n1)c1cccc([N+](=O)[O-])c1	-1	-2	-2	1	-0.2	0.9	0
CN(C)CCCNCCCNC(=O)/C(=N\O)c1ccccn1	-5	/	-5	3	-0.6	-0.4	-1
O=C1CCCN1CCCNCC(=O)N1c2ccccc2Sc2ccccc21	-1	-1	-2	8	-1.4	2.4	2

# (more compounds)
SMILES,Keap1 Nrf2 FP,HTR5A ag,CAL PDZ FP,RTF Ca sens act,OPRM1-OPRD1 inv,HTR5A inv ctr,OPRM1-OPRD1 ag,RTF Ca sens inh,LANA DNA inh,V-ATPase pH
Cc1[nH]n(-c2ccccc2)c(=S)c1C=Nc1ccc([N+](=O)[O-])cc1,-2,0,-3,5,7,0,-1.3,6,-0.3,-1
Cc1ccc2cc(C)c(N3CCC(C)CC3)nc2c1,1,2,3,-9,7,-5,-1.3,-2,-0.8,1
O=c1c2ccccc2nnn1CSc1nnc(-c2ccco2)o1,-6,3,0,3,-9,2,1.8,-2,-1.7,-2
Cc1cc(NS(=O)(=O)c2ccc(NC(=O)c3ccc(Cl)cc3[N+](=O)[O-])cc2)no1,3,0,-4,-5,6,-12,-1.1,0,-2.1,2
Cc1nnc(SCCC(=O)Nc2nc(-c3ccccc3)ns2)s1,-3,3,/,-6,13,-5,-2.8,-3,-0.9,2
CC(C)C(=O)Nc1ccccc1C(=O)N/N=C/c1ccc([N+](=O)[O-])cc1,-1,1,7,-5,-15,9,2.4,-2,0.0,-3
CCC(CC)C(=O)Nc1ccc(-c2cn3cccnc3n2)cc1,-1,-1,-2,-5,-2,5,0.4,2,-0.5,-1
O=C(c1cc2ccccc2o1)N1CCN(c2ncccn2)CC1,-5,-1,0,0,17,3,-3.4,-4,-0.1,2
Cc1csc(SCC(=O)Nc2nnc(C)s2)n1,-3,5,-2,3,3,-15,-0.5,-20,-0.8,1
O=C(CCN=C1NS(=O)(=O)c2ccccc21)OCc1ccccc1,-7,0,-4,-1,1,-8,-0.1,-6,-0.5,-2
Cc1ccc2sc(N(CCCN(C)C)C(=O)CCS(=O)(=O)c3ccccc3)nc2c1C,-43,15*,1,-2,-21,-57,4.2,-5,1.2,-2
Cc1cc(S(=O)(=O)N2CCN(c3ccccn3)CC2)c(C)cc1Cl,-1,-2,-4,-3,2,6,-0.5,10,-0.8,-1

# Brought forward from above: 2 entries, then new ones.
SMILES,Keap1 Nrf2 FP,HTR5A ag,CAL PDZ FP,RTF Ca sens act,OPRM1-OPRD1 inv,HTR5A inv ctr,OPRM1-OPRD1 ag,RTF Ca sens inh,LANA DNA inh,V-ATPase pH
Cc1ccc2sc(N(CCCN(C)C)C(=O)CCS(=O)(=O)c3ccccc3)nc2c1C,-43,15*,1,-2,-21,-57,4.2,-5,1.2,-2
Cc1cc(S(=O)(=O)N2CCN(c3ccccn3)CC2)c(C)cc1Cl,-1,-2,-4,-3,2,6,-0.5,10,-0.8,-1
O=C(O)c1ccc2c(c1)[C@@H]1C=CC[C@@H]1[C@H](c1ccccn1)N2,6,1,2,-37,-12,10,2.3,86*,98*,1
CCOc1ccc(-c2nc3scc(-c4cccs4)c3c(=O)[nH]2)cc1,-2,6,-1,17,-9,-24,1.8,-13,2.2,-48
O=c1ccc2ccc(OCCOc3cccc(Cl)c3)cc2o1,-3,5,-5,-1,1,-24,-0.1,-5,-0.4,-2
Oc1ccc(Br)cc1CN1CCCCCCC1,-3,1,-3,0,-8,-17,1.4,-1,-1.8,3
Cc1ccc(S(=O)(=O)Cn2nnnc2CN2CCN(C(=O)c3ccco3)CC2)cc1,-3,1,/,3,4,-4,-0.7,3,0.8,-1
CC(C)(C)NC(=O)c1nn2c(C(F)(F)F)cc(-c3ccccc3)nc2c1Br,-7,5,-4,4,4,0,-0.7,-8,2.6,-6
CC(C)[C@H](NC(=O)c1ccccc1)C(=O)OCC(=O)Nc1ncc(Cl)cc1Cl,-7,-1,-5,-1,9,3,-1.8,0,2.9,-2
COc1cccc(C(=O)NCC(=O)N/N=C/c2cn[nH]c2-c2ccccc2)c1,-5,-4,-2,-5,3,11,-0.4,1,0.1,4
Cc1ccc(Cc2c(C)nc3nc(SCC(=O)NCCN4CCOCC4)nn3c2C)cc1,-3,2,-2,-5,12,13,-2.2,8,0.2,-1
COc1ccc(NC(=O)c2cc(S(=O)(=O)N3CCS(=O)(=O)CC3)ccc2Cl)cc1,-5,-2,-4,-2,2,-1,-0.5,-13,-2.0,-1
OCCN(Cc1ccccc1)CC(O)COc1ccc(-c2ccccc2)cc1 (stereo unspecified),1,8,-5,-2,-52,-23,7.1,1,-0.5,-4
CCN(CC)c1ccc(S(=O)(=O)N2CCOCC2)cc1NC(=O)CSc1cccc[n+]1[O-],2,1,3,-7,5,-3,-1.0,-6,0.0,-3
